Source: PubChem BioAssay (National Center for Advancing Translational Sciences (NCATS))
A549 viability: A549 cytotoxicity, counter-screen for Nrf2 inhibitors. Potency, µM (top dose mostly 46 µM), without a hit: at the top dose activity change, negative = cytotoxicity, most hits filed as inhibitors. A549 ARE-Fluc cells, CellTiter-Fluor viability, 18-24 h. hit rate 0.16% among 390,000; also: potency is read from the fitted curve at half-maximal effect; % is scaled to controls: 0 for no effect and ±100 for the full control effect
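A549 ARE-Fluc cells in 5% FBS OPTI-MEM, 5000 cells/well, rested 2 h then exposed to compounds in concentration-response for 18-24 h at 37 °C. Viability by CellTiter-Fluor fluorescence (Ex 405/Em 525) after 30 min; luciferase luminescence (BugLite, 15 min, RT) read afterwards.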
EPAC2 agonist: activates human EPAC2 exchange factor | hit rate 0.079% among 360,000 | Q8WZA2 | Potency, µM (titrated, usually from 154 µM), without a hit: at the top dose activation, most hits filed as activators | EPAC2 activation, biochemical qHTS; response scale: 100% = 6.5 mM cAMP response | AID 720711; also: potency is read from the fitted curve at half-maximal effect; nearly all actives have a fitted effect of over 50% in size
Target sequence (Q8WZA2 whole entry, looked up): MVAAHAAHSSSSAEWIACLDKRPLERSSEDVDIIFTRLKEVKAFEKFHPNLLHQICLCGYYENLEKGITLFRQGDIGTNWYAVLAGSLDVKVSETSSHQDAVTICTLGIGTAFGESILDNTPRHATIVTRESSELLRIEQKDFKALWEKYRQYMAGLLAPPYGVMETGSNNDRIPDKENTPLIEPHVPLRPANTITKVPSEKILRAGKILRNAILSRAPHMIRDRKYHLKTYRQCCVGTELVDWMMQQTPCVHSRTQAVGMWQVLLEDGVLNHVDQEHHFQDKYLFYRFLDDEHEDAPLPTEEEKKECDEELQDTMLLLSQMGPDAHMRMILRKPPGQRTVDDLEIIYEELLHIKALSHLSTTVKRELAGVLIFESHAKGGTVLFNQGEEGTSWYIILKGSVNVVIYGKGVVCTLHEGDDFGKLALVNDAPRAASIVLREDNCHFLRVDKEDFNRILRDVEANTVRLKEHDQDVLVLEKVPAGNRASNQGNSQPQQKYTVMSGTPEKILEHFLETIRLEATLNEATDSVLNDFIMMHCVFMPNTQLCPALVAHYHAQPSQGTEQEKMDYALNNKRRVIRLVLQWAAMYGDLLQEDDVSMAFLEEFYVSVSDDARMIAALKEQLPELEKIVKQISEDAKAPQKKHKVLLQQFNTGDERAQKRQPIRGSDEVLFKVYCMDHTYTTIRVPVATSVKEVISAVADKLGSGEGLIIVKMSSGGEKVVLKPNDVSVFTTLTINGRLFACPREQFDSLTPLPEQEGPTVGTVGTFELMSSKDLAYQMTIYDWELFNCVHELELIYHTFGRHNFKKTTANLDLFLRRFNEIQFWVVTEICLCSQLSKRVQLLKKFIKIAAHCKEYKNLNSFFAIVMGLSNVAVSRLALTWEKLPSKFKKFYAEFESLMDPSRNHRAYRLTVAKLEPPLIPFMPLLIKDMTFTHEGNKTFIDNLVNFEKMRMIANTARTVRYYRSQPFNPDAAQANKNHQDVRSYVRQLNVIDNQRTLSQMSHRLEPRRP
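Compounds were titrated in qHTS against a Rap1B-BODIPY-GDP (250 nM) complex with EPAC2 (100 nM) and GDP (50 uM). BODIPY-GDP release tracked at 480/540 nm over 30 min at room temperature, normalized to 6.5 mM cAMP.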
Nrf2 ARE act: activates Nrf2 signaling. hit rate 0.31% among 410,000. Potency, µM (highest dose often 46.1 µM), for inactives: at the highest dose activation, hits mostly activators. AREc32 ARE-luciferase reporter (MCF7-derived line), luminescence, 24 h; also: potency is read from the fitted curve at half-maximal effect; % of control where 0% means no effect; nearly all actives have a fitted effect of over 65% in size
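AREc32 cells carrying an ARE-driven firefly luciferase, 1000 cells/well in OPTI-MEM with 5% FBS, dosed after overnight attachment and incubated 24 hr at 37 deg C. Steady-Glo luminescence read after 30 min at RT.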
CCT modulator: modulators of cytosolic chaperonin (CCT/TRiC) activity. purified chaperonin ATPase assay, HTRF ADP detection, 30 min. activity change, % (no concentration beside the values), hits read low. hit rate 0.3% among 360,000; in the data active = activity change below about -30%; also: % is scaled to controls: 0 for no effect and ±100 for the full control effect
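ATPase activity: ADP formed was measured by HTRF Transcreener (665/615 nm ratio) after 30 min at 37 deg C with 10 uM ATP. Compounds screened at one 76 uM concentration against 40 or 20 nM TRiC in Tris pH 7.4/KCl/MgCl2/DTT buffer.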
EPAC2 antagonist: blocks human EPAC2 exchange factor | Q8WZA2 | EPAC2 GEF exchange of Rap1B-BODIPY-GDP, fluorescence | Potency, µM (series often up to 114 µM), for inactives: at the top dose activity, negative = inhibition, most hits filed as inhibitors | hit rate 0.18% among 360,000 | AID 720708; also: potency is read from the fitted curve at half-maximal effect; % is scaled to controls: 0 for no effect and ±100 for the full control effect; nearly all actives have a fitted effect of over 45% in size; many of its hits are not listed in these tables
Nrf2 block: Nrf2 pathway inhibition; AID 504444; A549 ARE-Fluc reporter, luciferase luminescence, 18-24 h; Potency, µM (top dose mostly 46 µM), for inactives: at the highest dose activity change, negative = inhibition, actives largely listed as inhibitors; hit rate 2.1% among 360,000; also: potency is read from the fitted curve at half-maximal effect; % is scaled to controls: 0 for no effect and ±100 for the full control effect; nearly all actives have a fitted effect of over 60% in size
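Two sequential reads on A549 ARE_Fluc cells exposed to compound for 18-24 h: a CellTiter-Fluor fluorescence read for viability, then a luciferase luminescence read for Nrf2/ARE activity.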
pAkt inh: inhibitors of Akt phosphorylation. Neuro2A IGF-stimulated pAkt S473 HTRF, 20 min; hits give low values. activity change, % for hits at 50 µM. hit rate 0.32% among 360,000; in the data active = activity change below about -80%; inconclusive = mostly about -51% to -80%; also: % is scaled to controls: 0 for no effect and ±100 for the full control effect
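Neuro2A cells (4,500/well, DMEM with 0.5% FBS) were treated with compound at a single 50 µM final concentration, stimulated with 6 nM IGF for 20 min at 37 °C, and lysed. Phospho-Akt Ser473 was read by HTRF as 665/615 ratio ×10^4.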
TGFb inhibitor: blocks TGF-b signaling | HepG2 CAGA-GFP TGF-b/SMAD3 reporter, GFP fluorescence, 18 h; TGF-beta stimulated, 500 pg/mL final | Potency, µM (top dose mostly 46.1 µM), for the others: top-dose activity, negative = inhibition, hits mostly inhibitors | AID 588855 | hit rate 1.2% among 410,000; also: potency is read from the fitted curve at half-maximal effect; % is scaled to controls: 0 for no effect and ±100 for the full control effect; nearly all actives have a fitted effect of over 65% in size
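Inhibition was scored as loss of TGF-beta-induced (500 pg/mL final, 18 hours, 37 degrees C) GFP in HEPG2 cells carrying a CAGA-GFP reporter, in DMEM with 1% FBS. Well GFP was summed per cell; Activity was normalised to unstimulated and stimulated DMSO wells, then concentration-response fitting.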
Mm-Cpn inhibitor: M. maripaludis TRiC chaperonin inhibition | purified Mm-Cpn ATPase, ADP Transcreener TR-FRET | Potency, µM (top dose mostly 76.9 µM), for the others: at the highest dose activity, negative = inhibition, actives largely listed as inhibitors | hit rate 0.031% among 330,000 | AID 504842; also: potency is read from the fitted curve at half-maximal effect; % is scaled to controls: 0 for no effect and ±100 for the full control effect; nearly all actives have a fitted effect of over 80% in size
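25 nM Mm-CPN + cpd, 10 min 37°C; + 10 uM ATP, 30 min 37°C; buffer 30 mM Tris pH 7.4, 100 mM KCl, 5 mM MgCl2, 1 mM DTT; Transcreener ADP HTRF detection 30 min RT.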
Starred values were filed as active, the others as inactive; i = inactive; ? = inconclusive; nt = not tested or not shown; [ ] = remark or other dose. Unless noted, calls follow the shape of the dose curve; as a rule, active = well fitted curve in the direction sought with a large enough effect; inconclusive = small, poorly fitted or top-dose-only effect, or another doubt; inactive = no such curve, though single readings can be large; an effect the other way counts as inactive or inconclusive. Only part of the results is shown; count on the stated rates, not on these rows.

SMILES	A549 viability	EPAC2 agonist	Nrf2 ARE act	CCT modulator	EPAC2 antagonist	Nrf2 block	pAkt inh	TGFb inhibitor	Mm-Cpn inhibitor
Cc1cc(C)c(NC(=O)C2CCCN(S(=O)(=O)c3c(C)noc3C)C2)c(C)c1 (configuration not stated)	14%	nt	-0.4%	nt	nt	-21%	nt	-13%	nt
N/C(=N\OC(=O)c1cccc(F)c1)c1cccc([N+](=O)[O-])c1	1%	12%	?	-2.1	5%	?	i	9%	4%
CC(C)Cn1c(N)c(C(=O)COC(=O)C2CCCN2C(=O)c2cccs2)c(=O)n(C)c1=O (configuration not stated)	-2%	9%	2.2%	-1.5	-3%	-14%	i	-24%	1%
CC(C)N(C(=O)[C@H]1C[C@H](CC(=O)NCCCN(C)C)C(=O)N2CCc3c([nH]c4cc(-c5ccco5)ccc34)[C@]12C)C(C)C	2%	3%	-3.0%	1.0	0%	6%	i	?	-4%
Cn1cccc1Cc1nnc(SCC(=O)NCCc2ccccc2)n1C	-5%	6%	-1.6%	-5.2	5%	-7%	i	6%	0%
COc1ccc(NC(=O)C2CC3C=CC2C3)c([N+](=O)[O-])c1 (configuration not stated)	?	10%	1.5%	-1.9	-15%	10%	i	-26%	nt
Cc1ccc(OCc2ccc(C(=O)Nc3ccc(C(N)=O)cc3)o2)c([N+](=O)[O-])c1	11%	2%	0.2%	-0.5	-5%	?	i	2%	0%
Cc1cc(C(=O)NC2CCCC(C)C2C)c2ccccc2n1 (configuration not stated)	0%	-2%	0.2%	-1.9	5%	-6%	i	-1%	-3%
C[C@H](NS(=O)(=O)c1ccc(Cl)cc1)C(=O)OCC(=O)N1CCOCC1	1%	6%	-1.7%	1.9	1%	-1%	i	-8%	1%
CC1CCN(c2ccc([N+](=O)[O-])cc2C(N)=O)CC1	-24%	5%	-0.5%	1.3	3%	4%	i	-2%	-1%
O=C(Cc1cccs1)OCC(=O)c1ccco1	-1%	6%	-0.7%	-3.1	-6%	23%	i	-12%	1%
CCC(=O)N1CCN(c2ccc(NC(=O)COc3ccc(CC)cc3)cc2)CC1	8%	3%	-0.1%	-5.1	-4%	3%	i	-1%	0%
CC(=O)Nc1cccc(Nc2nc(-c3ccccc3)nc3ccccc23)c1	0%	-1%	1.2%	-1.9	-7%	-16%	i	2%	1%
Cc1ccc([N+](=O)[O-])cc1N	-1%	-1%	-0.3%	-2.3	5%	6%	i	-1%	-2%
CCc1ccc(NC(=O)C2CCCN(S(=O)(=O)c3cccc4cccnc34)C2)cc1 (configuration not stated)	-12%	nt	-1.0%	nt	nt	-19%	nt	10µM*	nt
CCN(CC)c1ccc(/C=N/NS(=O)(=O)c2ccc(C)c([N+](=O)[O-])c2)cc1	0%	9%	0.1%	-0.2	-3%	-1%	i	3%	0%
COc1ccc(CCN2CC(C(=O)N(C)Cc3ccccc3OC)CCC2=O)cc1 (configuration not stated)	-2%	1%	0.3%	2.3	-1%	-4%	i	-14%	1%
Cc1ccc2nc(NC(=O)CCCc3nc4ccccc4s3)sc2c1	-2%	16%	5.2%	-2.4	-2%	?	i	?	-2%
Cc1ccc(OCC(=O)N2CCCCC2)c(Br)c1	?	10%	0.7%	-0.6	-1%	?	i	15%	0%
CCOC(=O)[C@]12CCCC=C1N(Cc1ccc(Cl)cc1Cl)C(=O)[C@H](CC(=O)NCCCOC)C2	nt	-4%	1.6%	0.2	-12%	nt	i	nt	nt
CN1CCC(NC(=O)Nc2ccc(Br)cc2)CC1	-1%	0%	0.0%	-0.5	3%	4%	i	0%	-3%
Cc1c(C#N)c(N)nc(Cl)c1C#N	-6%	8%	?	-1.0	10%	-30%	i	-29%	1%
CCCCN(C)CCCNC(=O)CN1C(=O)COc2ccc(S(=O)(=O)N3CCC(C)CC3)cc21	-14%	nt	0.4%	nt	nt	14%	nt	-17%	nt
Cc1nn(C)cc1C(C)Nc1nc2nonc2nc1N1CCCCC1 (configuration not stated)	-8%	8%	0.0%	1.1	-2%	-4%	i	5%	0%
CCN(CC)c1nc2n(c(=O)n1)CCO2	-5%	0%	0.4%	-3.3	9%	6%	i	0%	nt
CC(C)c1cc(CNC(=O)CCc2nnc(CCCCc3ccccc3)o2)on1	0%	-7%	-0.8%	-2.9	0%	10%	i	1%	1%
O=C1CN(C(=O)COc2c(Cl)cccc2Cl)c2ccccc2N1	4%	-3%	2.4%	3.2	3%	4%	i	-1%	1%
O=C(c1ccc(Br)o1)N1CCN=C1SCc1cccnc1	4%	3%	7.5%	-1.1	4%	?	i	1%	0%
Oc1c(Br)cc(Br)cc1/C=N/Nc1ccc(Cl)nn1	1%	4%	2.5%	-0.6	1%	9%	i	-5%	0%
CSCCNCc1c(C(=O)N2CCOCC2)nc2c(C)cccn12	4%	9%	-0.4%	-1.1	0%	7%	i	8%	-6%
CCOc1ccc(CNCCSc2nnnn2C)cc1	2%	nt	-0.2%	nt	nt	2%	nt	-18%	nt
C=CCn1c(SCC(=O)c2[nH]c(C)c(C(=O)OCC)c2C)nc2scc(-c3ccccc3)c2c1=O	4%	-8%	-0.4%	1.0	-12%	1%	i	-6%	-4%
COc1ccc(Cl)cc1NC(=O)C(=O)NCc1ccncc1	5%	8%	0.3%	-0.2	1%	-26%	i	-20%	-6%
C/C(=N/NC(=O)C1CCCN1C(=O)c1ccc([N+](=O)[O-])cc1)c1ccc(Br)cc1 (configuration not stated)	1%	-3%	0.0%	0.6	-4%	?	i	?	-1%
COc1ccc(C(C(=O)NC2CCCC2)N(Cc2ccccc2)C(=O)c2nsc(Cl)c2Cl)cc1 (configuration not stated)	-27%	19%	3.4%	-5.1	-7%	?	i	?	1%
CCN(CC)c1ccc(NC(=S)NCC2CCCO2)cc1 (configuration not stated)	0%	-5%	1.4%	-2.4	21%	0%	i	?	-8%
CCOc1cc(NC(=S)Nc2ccc(Cl)cc2)c(OCC)cc1NC(C)=O	-1%	0%	2.6%	-0.3	-6%	-17%	i	0%	-2%
Cc1cc(=O)[nH]c(SCCc2ccccc2)n1	0%	9%	3.1%	1.8	9%	0%	i	3%	1%
O=C1CCCN1CCCNC(=S)Nc1ccc(F)c(Cl)c1	3%	6%	6.5%	0.8	4%	-4%	i	-14%	-2%
Cn1c(C(O)c2ccccc2F)nc(Cl)c1Cl (configuration not stated)	-9%	-10%	-0.1%	1.8	10%	12%	i	-8%	0%
CC(=O)Nc1ccc(NC(=O)CSc2nc3nc(-c4cccs4)cc(C(F)(F)F)c3c(=O)[nH]2)cc1	1%	-12%	2.3%	-2.2	6%	4%	i	-8%	-5%
N#C/C(=C\c1ccc([N+](=O)[O-])cc1)c1ccccn1	-8%	0%	7.3%	-1.7	-2%	?	i	5%	0%
COc1ccc(/C=C/C(=O)Nc2cc(S(=O)(=O)N3CCOCC3)ccc2OC)cc1	-3%	0%	1.8%	-2.1	-5%	?	i	-5%	-1%
COc1cc2cc(C(c3nnnn3C3CCCC3)N3CCCCC3)c(=O)[nH]c2cc1OC (configuration not stated)	-14%[1.84 µM]	-6%	0.0%	-3.9	-1%	1%	i	-2%	-6%
Fc1ccc(-n2c(=S)[nH]c3cccnc32)cc1	-3%	2%	-0.1%	1.2	0%	-12%	i	13%	-6%
CC1(c2nnnn2-c2ccc3c(c2)OCCO3)CCC(=O)N1CC1CCCCC1 (configuration not stated)	nt	5%	7.0%	-8.4	0%	nt	i	nt	nt
Cc1c(O)ccc2c(CN(C)Cc3ccccc3)cc(=O)oc12	0%	5%	0.1%	-0.5	-10%	3%	i	-5%	-2%
CCOC(=O)c1cnn(-c2ccccc2)c1NC(=O)CN1CCOCC1	8%	7%	-0.1%	0.4	7%	13%	i	19%	0%
Cc1nn(-c2ccc(F)cc2F)c(=O)c2noc(C)c12	1%	9%	-0.6%	-2.0	2%	-14%	i	-1%	-1%
COc1ccccc1NC(=O)c1ccc2c(Cl)c3c(nc2c1)CCCC3	-1%	nt	-0.7%	nt	nt	?	nt	3%	nt
CN(C)S(=O)(=O)c1cc(NC(=O)COC(=O)Cc2ccc(Cl)cc2Cl)ccc1Cl	1%	5%	-0.4%	0.2	-5%	-3%	i	2%	-1%
COC(=O)c1cccc(NC(=S)Nc2cccc(Cl)c2C)c1	5%	-1%	2.1%	1.3	-9%	-20%	i	16%	2%
CCOC(=O)c1sc(NC(=O)C(C)Sc2nc(N)cc(=O)[nH]2)nc1C (configuration not stated)	5%	11%	0.1%	-1.7	3%	-5%	i	1%	-1%
Nc1nc(SCC(=O)N2CCCCCC2)[nH]c(=O)c1NC(=O)c1ccco1	1%	0%	0.0%	-0.4	-1%	9%	i	-3%	2%
CNc1ncnc2c1ncn2[C@@H]1O[C@H](CO)[C@@H](O)[C@H]1O	-6%	-1%	-0.1%	0.0	0%	-3%	i	?	-4%
COc1cccc(C(=O)OCC(=O)NCCCc2ccccc2)c1	1%	-5%	0.2%	-2.8	-7%	3%	i	1%	1%
C=C(C)Cn1c(SCC(=O)O)nnc1-c1ccc(C(C)(C)C)cc1	-7%	0%	0.0%	-2.7	?	-5%	i	44%	0%
